# KOR beta-arrestin-1 – kappa opioid receptor activators – cell-based, luminescence, uHTS, primary screen (AID 1777). KOR beta-arrestin recruitment, luminescence; higher % means a stronger effect. activation, % at 10 µM, or EC50 in µM where a hit was titrated. hit rate 0.02% among 280,000; in the data active means activation above about 50%, passing the limit was not always enough; further: a part of the inactive calls stands beside numbers as strong as those of hits
# NTR1 agonist – agonists of NTR1, primary screen, imaging, U2OS cells, beta-arrestin-GFP, high content (AID 493036). NTR1-U2OS beta-arrestin-GFP spot imaging, agonist mode. activation, % at 20 µM. hit rate 0.17% among 330,000;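 active means activation at or above 40% of the spot to cytoplasm intensity ratio, with at least 20 cells analyzed; inconclusive means wells under 20 cells, flagged as cytotoxic or low count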;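 further: 0% = DMSO without peptide and 100% = 100 nM NTR1 peptide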
# Target sequence (P30989 whole entry, looked up): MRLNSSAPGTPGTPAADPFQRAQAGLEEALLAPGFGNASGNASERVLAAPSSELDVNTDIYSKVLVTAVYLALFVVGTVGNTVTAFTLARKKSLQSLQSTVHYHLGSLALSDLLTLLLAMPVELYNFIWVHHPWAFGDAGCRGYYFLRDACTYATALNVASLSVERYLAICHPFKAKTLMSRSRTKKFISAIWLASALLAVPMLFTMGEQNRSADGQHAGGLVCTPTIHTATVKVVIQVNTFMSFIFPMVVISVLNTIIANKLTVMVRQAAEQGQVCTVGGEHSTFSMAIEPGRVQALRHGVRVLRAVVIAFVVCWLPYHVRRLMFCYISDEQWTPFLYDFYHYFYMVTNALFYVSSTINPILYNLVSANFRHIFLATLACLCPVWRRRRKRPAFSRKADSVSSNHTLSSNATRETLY
# KOR beta-arrestin-2 – kappa opioid receptor blockers – cell-based, luminescence, uHTS (AID 1778) | KOR beta-arrestin recruitment, luminescence, antagonist mode; higher % means a stronger effect | one-dose inhibition, % at 10 µM; IC50 in µM for titrated hits | hit rate 0.091% among 290,000; in the data active means inhibition above about 50%; further: strong numbers were not always called active
# GPR55 LPI antagonism – GPR55 antagonists blocking LPI-driven arrestin recruitment, primary screen, imaging, U2OS, beta-arrestin-GFP, LPI agonist (AID 2013); U2OS GPR55 beta-arrestin-GFP translocation imaging, LPI antagonism; higher % means a stronger effect; inhibition, % at 10 µM; hits with a dose series show IC50 in µM; hit rate 0.13% among 290,000;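 active means spots per cell inhibited over 60%, with over 100 cells counted and total cytoplasm intensity under 500,000; inconclusive means wells with under 100 cells, flagged as likely toxic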;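 further: U2OS cells stably carrying GPR55 and arrestin-GFP stimulated by 5 µM LPI near EC80; imaged beta-arrestin-GFP aggregate spots per cell after agonist stimulation; plate controls were LPI-stimulated DMSO wells for no effect and DMSO wells without LPI for full effect; some results filed as inactive read as strong as hits; confirmed hits need IC50 under 10 µM and bright autofluorescent wells are also inconclusive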
# GPR35 arrestin U2OS – inhibition of zaprinast-stimulated GPR35 beta-arrestin translocation – imaging, U2OS, beta-arrestin-GFP, zaprinast agonist, primary screen (AID 2058); U2OS GPR35 beta-arrestin-GFP translocation imaging, zaprinast antagonism; higher % means a stronger effect; hit rate 0.052% among 290,000; one-dose inhibition, % at 10 µM; IC50 in µM for titrated hits;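 active means inhibition of at least 50% with at least 30 cells and total cytoplasm GFP at most 10,000,000; inconclusive means under 30 cells or total GFP of 10,000,000 plus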
# NOD1 NF-kB reporter – NOD1 signaling inhibitors, primary screen, cell-based, luminescence, uHTS (AID 1578); inhibition, % at 4 µM, or EC50 in µM where a hit was titrated; NOD1-driven NF-kB luciferase reporter cells, luminescence; higher % means a stronger effect; hit rate 1% among 290,000; in the data active means inhibition mostly above about 36%, no sharp cut-off; inactive means mostly below about 34%;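 further: HEK-293T reporter cells stimulated with the NOD1 agonist gamma-tri-DAP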
# GPR55 beta-arrestin – GPR55 agonists via beta-arrestin recruitment, primary screen, imaging, U2OS cells, beta-arrestin-GFP redistribution (AID 1961); hit rate 0.048% among 290,000; U2OS GPR55 beta-arrestin-GFP redistribution imaging; higher % means a stronger effect; activation, % at 10 µM; hits with a dose series show EC50 in µM;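 active means activation above 40% with more than 50 cells counted in the well; inconclusive means wells holding fewer than 50 cells, flagged as toxic or sparse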;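 further: U2OS osteosarcoma cells stably expressing GPR55 and beta-arrestin-GFP; plate controls were DMSO negative control for no effect and LPI positive control for full effect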
# MgcRacGAP inhibition – MgcRacGAP GTPase-activating activity inhibitors, confirmation, biochemical, ADP Hunter fluorescence | MgcRacGAP-stimulated Rac1 GTP hydrolysis, ADP Hunter fluorescence; higher % means a stronger effect; GST-tagged Rac1 F28L mutant substrate | inhibition, % at 30 µM, or IC50 in µM where a hit was titrated | hit rate 0.6% among 340,000;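 active means first-screen hits whose inhibition reached a set limit at any dose in the follow-up dose series; inconclusive means inhibition above the set first-screen limit but never retested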;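 further: fluorescence reports GDP produced by GAP-driven GTP hydrolysis; strong numbers were not always called active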
# K1F lysis inhibition – inhibition of K1F phage lysis, E. coli UTI89, bacterial capsule biogenesis inhibitors, alamar blue (AID 488966) | hit rate 0.02% among 340,000 | inhibition, % at 100 µM, or IC50 in µM where a hit was titrated | E. coli UTI89 K1F phage lysis, alamar blue, 2 h; higher % means a stronger effect;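 active means phage lysis inhibition, versus mean bacterial control, above a set limit; inconclusive means no clear call, values can overlap the other calls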;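 further: capsule biogenesis inhibitors block K1F phage lysis so surviving cells raise fluorescence; higher fluorescence means more inhibition of phage lysis; actives were called in the ten point dose series up to 300 µM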
# NTR1 agonist cell count 20 µM – also measured in NTR1 agonist; calls as there; cell count; measured here: cell count, cytotoxicity flag
# The depositor's hits bear a star; ? = inconclusive; . = no result given; [ ] = another dose, or the depositor's remark. This is a subset; count on the stated rates, not on these rows.
Molecule,KOR beta-arrestin-1,NTR1 agonist,NTR1 agonist cell count 20 µM,KOR beta-arrestin-2,GPR55 LPI antagonism,GPR35 arrestin U2OS,NOD1 NF-kB reporter,GPR55 beta-arrestin,MgcRacGAP inhibition,K1F lysis inhibition
COc1ccc(CNC(=O)c2ccc(N3CCCC3=O)cc2)cc1,-2.2%,2.9,57,12%,7%,0%,3%,0.1%,2%,4.9%
CCCS(=O)(=O)N1CCCC(C(=O)Oc2ccccc2Cl)C1 (stereo not given),-3.8%,0.6,62,-37%[20 µM],10%,0%,-26%,-0.4%,7%,0.2%
Cc1sc2nc(SCC(=O)N(CCO)CCO)n(C3CCCCC3)c(=O)c2c1C,-5.7%,1.8,48,15%,1%,-3%,1%,-0.2%,12%,3.7%
COC(=O)C1=C(C)Nc2nnnn2C1c1ccc(Cl)cc1Cl (stereo not given),3.8%,2.3,34,-8%,12%,-7%,6%,0.2%,15%,1.7%
CCC(C)N1C(=O)/C(=C/c2c(NCCCOC(C)C)nc3c(C)cccn3c2=O)SC1=S (stereo not given),-1.3%,33,79,14%,?,?,41%,0.53µM*,10%,0.0%
Cc1cccc(C)c1NC(=O)C1CCN(S(C)(=O)=O)CC1,-4.2%,0.4,57,-22%[20 µM],11%,-5%,-37%,0.5%,-16%,0.8%
CCN(CC)CCSc1nnc(Nc2ccccc2)n1-c1ccccc1,11%,1.8,36,-15%,-8%,-7%,24%,-0.3%,8%,1.4%
Cc1cc(C(=O)NCCc2ccc(S(N)(=O)=O)cc2)c(C)o1,-3.6%,0.9,64,-17%,4%,-1%,-11%,0.3%,-2%,-0.2%
COc1ccc(OCC(=O)Nc2nc3ccccc3[nH]2)cc1,-11%,-0.6,31,-7%,-4%,25%,-25%,-0.1%,8%,0.6%
CC1(NC(=O)c2cc(S(=O)(=O)N3CCCCC3)ccc2Cl)CCS(=O)(=O)C1 (stereo not given),-7.6%,4.9,89,-1%,12%,17%,7%,-0.1%,7%,0.5%
CC(Sc1nncn1C)C(=O)Nc1cc(C(F)(F)F)ccc1N1CCOCC1 (stereo not given),-2.0%,0.6,62,-10%,6%,0%,-11%,1.6%,3%,0.0%
O=C(c1ccc(Cl)c([N+](=O)[O-])c1)N(Cc1cccc(Cl)c1)C1CCS(=O)(=O)C1 (stereo not given),0.7%,3.5,49,12%,-2%,-8%,15%,-0.2%,14%,0.1%[50 µM]
Cc1cc(C)nc(N2CCN(C(=O)CCC(=O)Nc3nnc(C(C)C)s3)CC2)n1,-6.7%,1.6,46,11%,-19%,-6%,-11%,-0.1%,4%,-2.0%
CCOC(=O)N1CCN(C(=O)Nc2ccc(Cl)cc2)CC1,-7.4%,-1.1,52,21%,0%,3%,-37%,-0.1%,10%,2.3%
COc1ccc(CCNS(=O)(=O)c2ccc3c(c2)NC(=O)CCS3)cc1OC,-1.1%,0.1,71,-3%,6%,-4%,6%,0.3%,-5%,-2.6%
CC12CC3CC(C)(C1)CC(C(=O)NC1=NCCS1)(C3)C2,1.8%,1.4,81,8%,12%,8%,32%,-0.1%,-3%,0.2%
Cn1c(CC(=O)Nc2ccccc2F)nnc1SCC(=O)Nc1nncs1,0.5%,-1.3,54,-12%,7%,-6%,-35%,0.1%,6%,0.7%
COc1ccccc1C(O)P(=O)(OC1CCCCC1)OC1CCCCC1 (stereo not given),0.7%,-0.5,40,-16%,-10%,0%,-11%,-0.3%,6%,-0.5%
O=C(/C=C/c1ccccc1)NCCCNC(=O)/C=C/c1ccccc1,-3.1%,0.6,59,18%,10%,18%,7%,-0.2%,5%,0.0%
O=C(NCc1ccco1)c1cccc(Nc2nc3ccc(Br)cc3[nH]2)c1,0.1%,9.5,62,32%,-4%,-13%,6%,-0.3%,8%,13%
CC12CN(S(=O)(=O)c3ccccc3)CC(C)(CN(S(=O)(=O)c3ccccc3)C1)C2,33%,3.4,90,-22%,2%,10%,22%,-0.1%,6%,0.2%
O=S(=O)(NC1CC1)c1ccc(F)c(F)c1,-2.4%,1.8,55,-27%,7%,-4%,-10%,-0.4%,12%,-1.1%
COc1ccc(CC(=O)N2N=C(c3ccncc3)CC2(O)C(F)(F)F)cc1 (stereo not given),-5.8%,-0.3,79,-5%,-17%,3%,2%,-0.3%,6%,0.2%
CC(=O)Nc1ccc(S(=O)(=O)NCCc2ccc(F)cc2)cc1,-0.7%,-0.8,51,21%,.,0%,25%,0.0%,0%,-0.2%
COc1ccccc1-n1nc(C)cc1N,-3.1%,-1.8,59,6%,3%,-3%,-14%,0.6%,9%,0.9%
CCCN(CCC)C(=O)Cn1c2ccccc2c2nc(=O)cc(C)n21,-0.1%,1.4,62,5%,9%,-7%,-8%,-0.1%,2%,2.7%
O=C(NCCCn1ccnc1)c1ccccc1Br,0.7%,-1.3,95,0%,-16%,0%,6%,0.9%,6%,0.4%[50 µM]
CCOC(=O)Cc1nnc(NC(=O)CSc2nc3ccccc3[nH]2)s1,-6.2%,0.1,71,8%,-10%,2%,-7%,-0.1%,10%,0.6%
COc1cccc(/C=C2\Sc3ccc(C(=O)NCc4cccnc4)cc3N(C)C2=O)c1,4.7%,-0.3,52,-17%,1%,-10%,44%,0.7%,8%,-0.5%
CCCN1C(=O)/C(=C/c2ccc(N3CCOCC3)cc2)NC1=S,-5.8%,0.5,44,20%,12%,-6%,-29%,0.0%,9%,0.3%
COC(=O)c1ccccc1Oc1ccc(NC(=O)CCCl)cc1,6.4%,-0.2,58,-20%,0%,-3%,-7%,1.1%,8%,0.0%
COc1ccc(Br)cc1/C=N/n1c(C)nnc1C,2.1%,0.6,56,41%,-14%,-9%,-23%,-0.3%,2%,0.0%
Cc1cc(C)cc(NC(=O)CCC(=O)N2CCSc3ccccc32)c1,-4.3%,-3.1,61,-14%[20 µM],-4%,1%,2%,-0.3%,-2%,8.0%
COc1ccc(/C=C2\CCC/C(=C\c3ccc(OC)c(OC)c3OC)C2=O)c(OC)c1OC,1.6%,7.0,105,7%,15%,-19%,-1%,-0.1%,0%,0.1%
Cc1ccc(C(=O)C(C)OC(=O)c2cc3cc([N+](=O)[O-])ccc3oc2=O)cc1 (stereo not given),-2.7%,4.7,43,-50%,-12%,-9%,16%,0.2%,6%,0.1%
COc1cc(C2C=C(Nc3ccccc3)C(=O)N2c2ccccc2)ccc1O (stereo not given),-3.4%,1.3,54,-2%,12%,3%,12%,0.3%,-4%,-1.4%[50 µM]
Cc1ccc(CNC(=O)C2(C(F)(F)F)C/C(=C\Cc3ccccc3)CCCO2)o1 (stereo not given),-5.0%,1.6,62,-19%[20 µM],4%,6%,-18%,0.0%,9%,0.8%
CCc1ccc(C(=O)COC(=O)c2cncc(Br)c2)cc1,-0.1%,-0.9,105,-5%,8%,-3%,-39%,0.2%,6%,-0.5%
CCCNc1nc(N)nc(-c2cc(Cl)ccc2OC)n1,-3.4%,0.3,50,3%,8%,6%,4%,0.0%,5%,0.3%
Cc1cc(C)cc(Oc2ccc(C(F)(F)F)cc2C#N)c1,2.1%,3.4,67,14%,-1%,3%,-10%,-0.1%,15%,2.2%[50 µM]
COc1ccc(S(=O)(=O)N2CCN(CCC(=O)Nc3ccccc3F)CC2)cc1,-2.2%,0.4,56,16%,3%,-11%,-4%,-0.1%,-1%,0.8%
CC1CCC(C(C)C)C(OC(=O)C[n+]2cc(-c3ccc(Cl)cc3)n3c2CCC3)C1 (stereo not given),-1.5%,5.3,72,27%,15%,-6%,-1%,-0.3%,12%,2.8%[50 µM]
Cc1cc(C(=O)OCC(=O)N2CCc3ccccc32)c(C)o1,-2.9%,1.3,48,-8%,14%,-2%,-29%,-0.1%,5%,2.3%
O=[N+]([O-])c1cccc(NC(=S)NCc2ccncc2)c1,-0.8%,0.1,37,4%,-7%,-10%,-19%,-0.2%,23%,-0.6%
Cc1ccccc1OCCCn1c(=O)sc2ccccc21,3.4%,2.3,54,-1%,14%,8%,13%,-0.1%,2%,3.4%
COc1ccccc1NC(=O)c1ccc(CN2CCOCC2)cc1,-1.6%,-1.6,43,-44%,-10%,-5%,9%,-0.2%,0%,1.9%
Cc1ccc(OCCCC(=O)N2CCOCC2)cc1,1.6%,1.3,51,-2%,5%,7%,0%,-0.1%,-2%,-2.7%[50 µM]
CN(C)/C=C(\C#N)S(=O)(=O)C(C)(C)C,-4.5%,-0.1,44,15%,2%,13%,-11%,-0.5%,5%,0.0%
CCNC(=S)NNC(=O)c1cc(-c2ccc(OCC)cc2)nc2ccccc12,-2.0%,0.7,78,9%,-6%,4%,16%,0.2%,7%,4.7%
COc1cc(/C=N/N=C2/C(=O)Nc3ccccc32)cc(OC)c1O,5.1%,1.8,38,-18%,-3%,3%,-24%,-0.8%,51µM*,0.5%[50 µM]
O=C1C2CCCN2C(=S)N1c1ccccc1 (stereo not given),2.0%,0.4,99,1%,-3%,-4%,-8%,-0.2%,.,-0.5%[50 µM]
CC(C)(C)OC(=O)NCCc1nnc(SCC(=O)Nc2cccc(Cl)c2)o1,12%,-1.3,76,11%,21%,4%,11%,0.7%,4%,0.7%
COc1ccc(-c2sc3ccccc3c2C#CCO)cc1,1.3%,5.0,91,-51%[20 µM],-5%,1%,34%,-0.3%,7%,-0.7%
CCc1c(C)nc(N2CCN(c3ccccc3)CC2)[nH]c1=O,-2.0%,1.0,69,-13%,2%,-16%,-17%,-0.2%,-1%,-1.1%
CCS(=O)(=O)Nc1c(C)n(C)n(-c2ccccc2)c1=O,-4.3%,-0.7,45,-44%,9%,10%,7%,0.0%,3%,2.2%
COc1ccc(N/N=C(/N=Nc2nc(C)cc(=O)[nH]2)c2ccccc2)cc1,5.7%,2.6,43,-18%,-3%,6%,11%,0.2%,12%,0.1%

# High-throughput results deposited in PubChem by several laboratories.
